# ALOX15B inhib: qHTS Assay for Inhibitors of 15-hLO-2 (15-human lipoxygenase 2). purified 15hLO-2, xylenol orange hydroperoxide absorbance. Potency, µM (doses to about 57.1 µM), inactives show top-dose activity change, negative = inhibition, actives largely listed as inhibitors. 0.56% of 110,000 active. AID 881, 2007. Polyunsaturated fatty acid lipoxygenase ALOX15B (Homo sapiens), O15296; note: potency is the fitted concentration of half-maximal effect; nearly all actives have a fitted effect of over 60% in size; many of its hits are not listed in these tables
#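 Read-out: hydroperoxide product oxidises ferrous iron, measured as xylenol orange complex via the 573-to-405 nm absorbance ratio after 30 min. Reaction: 50 nM enzyme, 15 min compound preincubation, 45 uM arachidonic acid, 90 min RT, Hepes pH 7.5 with Triton X-100.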
# IMPase inh: qHTS Assay for Identifying the Cell-Membrane Permeable IMPase Inhibitors; Inositol monophosphatase 1 (Rattus norvegicus), P97697; CHO-M1 cells, IP1 accumulation, HTRF TR-FRET ratio; inhibition (IP1 accumulation), % at 46.1 µM; 120,000 tested, under 10 active; AID 901, 2007; active = well fitted curve in the direction sought with a large enough effect in the signal ratio, not every such curve was filed as active; inconclusive = small, poorly fitted or top-dose-only effect, or a change in a side signal; inactive = no such curve, though single readings can be large or run the other way; the % refers to the signal ratio;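 note: cells stimulated with carbachol in lithium chloride buffer; plate controls were DMSO basal wells for no effect and reference inhibitor wells for full effect; higher means more IMPase inhibition seen as more IP1 and lower FRET ratio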
# Target sequence (P97697 whole entry, looked up): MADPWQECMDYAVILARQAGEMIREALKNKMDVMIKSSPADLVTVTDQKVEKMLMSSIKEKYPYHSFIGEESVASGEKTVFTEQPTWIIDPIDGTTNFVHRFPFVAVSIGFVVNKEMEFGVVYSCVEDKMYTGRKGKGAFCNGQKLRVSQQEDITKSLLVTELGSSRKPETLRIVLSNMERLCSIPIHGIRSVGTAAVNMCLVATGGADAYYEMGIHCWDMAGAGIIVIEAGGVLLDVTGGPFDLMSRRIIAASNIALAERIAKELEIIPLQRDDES
#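 Elevated IP1 in lysates lowers TR-FRET signal (665/620 ratio and 620 channel reported). Cells were CHO-M1, given carbachol (50 uM as added) plus 50mM LiCl, pH 7.4, 30 min, 37C; compounds titrated up to 46 uM; AC50 by Hill equation.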
# 12-hLO inh: qHTS Assay for Inhibitors of 12-hLO (12-human lipoxygenase); 0.12% of 150,000 active; purified 12-hLO, xylenol orange hydroperoxide absorbance; Potency, µM (doses to about 57.1 µM), inactives show at the highest dose activity change, negative = inhibition, usual class: inhibitors; note: potency is the fitted concentration of half-maximal effect; nearly all actives have a fitted effect of over 55% in size; many of its hits are not listed in these tables
# Target sequence (P18054 whole entry, looked up): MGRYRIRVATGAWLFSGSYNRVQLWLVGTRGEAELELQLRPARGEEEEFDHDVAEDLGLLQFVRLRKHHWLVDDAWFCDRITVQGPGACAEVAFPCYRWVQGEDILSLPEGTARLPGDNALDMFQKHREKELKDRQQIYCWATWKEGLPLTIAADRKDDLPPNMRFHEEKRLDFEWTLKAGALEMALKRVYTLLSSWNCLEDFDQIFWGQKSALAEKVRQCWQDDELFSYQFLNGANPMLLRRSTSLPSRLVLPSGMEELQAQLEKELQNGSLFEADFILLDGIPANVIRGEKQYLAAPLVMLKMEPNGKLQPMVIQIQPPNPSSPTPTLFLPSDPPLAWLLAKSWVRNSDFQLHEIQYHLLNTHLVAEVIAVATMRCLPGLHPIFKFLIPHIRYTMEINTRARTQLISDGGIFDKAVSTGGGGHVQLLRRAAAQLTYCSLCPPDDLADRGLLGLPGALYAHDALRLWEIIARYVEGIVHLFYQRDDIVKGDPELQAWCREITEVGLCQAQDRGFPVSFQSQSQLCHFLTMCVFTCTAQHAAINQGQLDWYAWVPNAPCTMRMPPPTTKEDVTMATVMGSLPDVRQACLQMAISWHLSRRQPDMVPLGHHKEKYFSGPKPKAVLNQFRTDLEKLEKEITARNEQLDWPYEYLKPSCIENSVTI
#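 150 nM 12hLO, 25 mM Hepes pH 7.0 + 0.01% Triton X-100; cpd preinc 15 min RT; 40 uM arachidonic acid, 30 min RT; Fe-XO 30 min; A573/A405 ratio as read-out.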
# PNC assembly inh: High Content Assay for Compounds that inhibit the Assembly of the Perinucleolar Compartment | activity change (PNC), negative = inhibition, % at 10 µM | AID 2417, 2010 | PC3M PTB-GFP, PNC prevalence imaging, 16 h; hits give low values | 3.1% of 140,000 active;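 active = readout at or below -70, meaning at least 70% loss of cells showing the perinucleolar compartment, a nuclear body marking cancer cells; inconclusive = readout between -30 and a set limit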;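 note: plate controls were DMSO wells for no effect and camptothecin positive control wells for full effect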
#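 Read-out is percentage of cells bearing a perinucleolar compartment, from automated 20x imaging of fixed, Hoechst-stained PC3M PTB-GFP cells. Cells were seeded 4 h, then exposed 16 h to compound (23 nl of library stock) in duplicate plates.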
# Numbers without * were called inactive; ? = inconclusive; · = no result given; & = joins results of further samples; [ ] = another dose, or the depositor's remark. Unless noted, calls come from the whole dose curve; as a rule, active = well fitted curve in the direction sought with a large enough effect; inconclusive = small, poorly fitted or top-dose-only effect, or another doubt; inactive = no such curve, though single readings can be large; an effect the other way counts as inactive or inconclusive. Unless noted, % is set by controls: 0 for no effect and ±100 for the full control effect.
no.	compound	ALOX15B inhib	IMPase inh
1	CC1CC(=S)Nc2ccccc2N1C(=O)Nc1ccccc1 (configuration not stated)	·	·
2	CCN1CCN(CC(=O)NC2CCCC2)C(=O)C1=O	5%	?
3	O=[N+]([O-])c1cccnc1N1CCOCC1	-4%	-3
4	CC(Oc1ccc2ccc(=O)oc2c1)C(=O)c1ccccc1 (configuration not stated)	·	·
5	CS(=O)(=O)C1=NSC2=NC(=O)/C(=C\c3ccc(-c4ccccc4)o3)C(=N)N21	·	·
6	Cc1ccc2c(c1)NC(=O)c1cccnc1N2	-14%	15
7	Cc1ccc(C(=O)O/N=C/c2c(N3CCOCC3)n(C)c3ccccc23)cc1	·	8
8	Cn1c(Cn2c(=O)sc3ccccc32)nnc1SCC(=O)N1CCCCCC1	·	-1
9	Cc1ccc(-c2nnn(CC(=O)N(Cc3ccccc3)C(C(=O)NC(C)(C)C)c3ccncc3)n2)o1 (configuration not stated)	-27%	7
10	Cc1csc(SCc2ccccc2C(=O)O)n1	-10%	7
11	O=C(NCC(=O)N(c1cccc(F)c1)C(C(=O)NCC1CCCO1)c1ccccc1)c1ccco1 (configuration not stated)	-1%	4
12	O=C1c2ccccc2C(=O)c2c1oc(C(F)(F)F)c2C(=O)c1ccccc1	-10%	5

no.	12-hLO inh	PNC assembly inh
1	-2%	11
2	2%	24
3	-7%	?
4	-3%	42
5	0%	46
6	6%	64
7	8%	82
8	4%	?
9	-5%	20
10	-3%	-17
11	-3%	?
12	-2%	-24

# Six entries already listed, arranged by number of heavy atoms, descending:
no.	compound	ALOX15B inhib	IMPase inh
9	Cc1ccc(-c2nnn(CC(=O)N(Cc3ccccc3)C(C(=O)NC(C)(C)C)c3ccncc3)n2)o1 (configuration not stated)	-27%	7
8	Cn1c(Cn2c(=O)sc3ccccc32)nnc1SCC(=O)N1CCCCCC1	·	-1
12	O=C1c2ccccc2C(=O)c2c1oc(C(F)(F)F)c2C(=O)c1ccccc1	-10%	5
1	CC1CC(=S)Nc2ccccc2N1C(=O)Nc1ccccc1 (configuration not stated)	·	·
2	CCN1CCN(CC(=O)NC2CCCC2)C(=O)C1=O	5%	?
10	Cc1csc(SCc2ccccc2C(=O)O)n1	-10%	7

no.	12-hLO inh	PNC assembly inh
9	-5%	20
8	4%	?
12	-2%	-24
1	-2%	11
2	2%	24
10	-3%	-17

# Following part.
no.	compound	ALOX15B inhib	IMPase inh
13	O=C(NC(=S)Nc1ccc(Cl)cn1)c1cccs1	7%	-8
14	C=C(CC1([C@@H](NP(=O)(c2ccccc2)c2ccccc2)[C@H]2C[C@@H]2CCCC)CC1)c1ccccc1	15%	·
15	CC(C)NS(=O)(=O)c1ccc(OCC(=O)N(C)Cc2ccccc2)cc1	-1%	-4
16	Clc1ccc(CSc2nnc(-c3cccnc3)n2Cc2ccco2)c(Cl)c1	-21%	1[9.22 µM]
17	CN(c1ccccc1)S(=O)(=O)c1cccc(NC(=O)CC(C)(C)C)c1	·	·
18	CCN(CC)c1ccc(NC(=O)C2CC3CCC2C3)cc1 (configuration not stated)	?	7
19	Cc1cc(C)c(C)c(S(=O)(=O)N2CCC(C(=O)OCC(=O)N3c4ccccc4NC(=O)C3(C)C)CC2)c1C	-9%	?
20	COc1ccc2c(c1)C(=O)C(=O)N2	·	·
21	CS(=O)(=O)Nc1ccccc1C(=O)Nc1cc(Cl)cc(Cl)c1	-4%	-4
22	CC(=O)c1sc2nc(SCC(=O)N3CCCCC3)[nH]c(=O)c2c1C	-6%	?
23	Nc1c(C(=O)c2ccc(Cl)cc2)sc2nc3c(cc12)CCC3	·	-5
24	CCn1c(SC(C)C(=O)O)nnc1-c1cccnc1 (configuration not stated)	23%	-3

no.	12-hLO inh	PNC assembly inh
13	-2%	-6
14	0%&-3%	12
15	-3%	62
16	?	11
17	0%	73
18	-9%	1
19	-3%	1
20	4%	46
21	1%	6
22	-4%	-11
23	-2%	1
24	3%	-28

# Part of the list above, showing only IMPase inh and PNC assembly inh:
no.	SMILES	IMPase inh	PNC assembly inh
18	CCN(CC)c1ccc(NC(=O)C2CC3CCC2C3)cc1 (configuration not stated)	7	1
22	CC(=O)c1sc2nc(SCC(=O)N3CCCCC3)[nH]c(=O)c2c1C	?	-11

# Compound profiles, as listed above:
# C=C(CC1([C@@H](NP(=O)(c2ccccc2)c2ccccc2)[C@H]2C[C@@H]2CCCC)CC1)c1ccccc1 is listed as ALOX15B inhib: 15%; IMPase inh: ·; 12-hLO inh: 0%&-3%; PNC assembly inh: 12
# CCn1c(SC(C)C(=O)O)nnc1-c1cccnc1 (configuration not stated) is listed as ALOX15B inhib: 23%; IMPase inh: -3; 12-hLO inh: 3%; PNC assembly inh: -28

# Remaining list, next part
no.	compound	ALOX15B inhib	IMPase inh
25	O=C(NCC(=O)N(c1ccccc1)C(C(=O)NCC1CCCO1)c1ccccc1)c1ccco1 (configuration not stated)	2%	1
26	O=C1CC(c2ccco2)Cc2nc(N3CCc4ccccc4C3)ncc21 (configuration not stated)	-28%	1
27	Cc1nn(Cc2ccccc2)c(C)c1NC(=O)c1cc(-c2ccco2)on1	·	3
28	COc1cc(C2C(C#N)=C(N)Oc3cc(C)oc(=O)c32)ccc1OC(=O)N1CCOCC1 (configuration not stated)	0%	2
29	COc1ccc(CC(=O)NCc2cccs2)cc1OC	-2%	-3
30	CCNC(=O)c1oc2c(c1C)C(=O)CC(C)(C)C2	-3%	6
31	Cn1c(C(=O)NCCc2c[nH]c3ccccc23)cc2sccc21	-2%	3
32	CCN(CC)CCN1C(=O)c2ccccc2NC1c1ccc(F)cc1 (configuration not stated)	17%	4
33	COC(=O)c1ccccc1NC(=O)C1CC=CCC1C(=O)O (configuration not stated)	0%	6
34	O=C(c1cnc2n(c1=O)CCS2)N(C1CCCCC1)C1CCCCC1	·	-2
35	Cc1[nH]n(-c2ccccc2)c(=O)c1/C=N/n1c(C)nc2ccccc2c1=O	32%[activator]	1
36	CC(C)C(NC(=O)c1ccccc1)C(=O)NC1=NCCS1 (configuration not stated)	2%[11.4 µM]	1[1.84 µM]

no.	12-hLO inh	PNC assembly inh
25	0%	?
26	-16%	-19
27	-1%	202
28	-1%	21
29	-3%	?
30	8%	44
31	-12%	-81*
32	2%	-18
33	2%	-26
34	-1%	?
35	2%	128
36	2%	?

# Other compounds follow:
no.	compound	ALOX15B inhib	IMPase inh
37	CCOc1ccc(N(CC(=O)NC2CCCC2)C(=O)CSc2nnc(COc3ccccc3)o2)cc1	5%	0
38	CC(C)CNC(=S)Nc1ccc(S(N)(=O)=O)cc1	·	·
39	CN(C(=O)COC(=O)C(Cc1ccccc1)NC(=O)c1ccccc1)c1ccccc1 (configuration not stated)	·	-4
40	CCOC(=O)C1=C(C)N(C)C(=O)NC1c1cccc(O)c1 (configuration not stated)	0%	16
41	CN(c1ccccc1)S(=O)(=O)c1ccc(Cl)c(C(=O)Nc2nc3ccccc3[nH]2)c1	·	·
42	COc1cc(C)c(C(C)C)cc1S(=O)(=O)n1cnc(C)c1	-1%	3
43	CCn1c2c(c3cc(C(=O)O)ccc31)CCCC2=O	3%	-13
44	CCOC(=O)C1CCN(c2ncnc3c2oc2ccc(Br)cc23)CC1	5%	7
45	COCCNc1nc2c(c(=O)n(C)c(=O)n2C)n1Cc1cccc(C)c1	1%	3
46	CCOC(=O)c1c(C)nc2sc3c(c2c1-c1ccc(OC)cc1)NC(c1ccc(OC)cc1)NC3=O (configuration not stated)	7%	-15
47	CN(C(=O)c1cccnc1)c1nc(-c2ccccc2)cs1	-7%	-3
48	CCN(CC)c1ccc(NC(=O)COc2ccccc2C#N)cc1S(=O)(=O)Nc1ccc(OC)cc1	·	·

no.	12-hLO inh	PNC assembly inh
37	-3%	-28
38	0%	-6
39	-1%	5
40	3%	-6
41	-1%	-3
42	5%	-27
43	3%	?
44	-19%	11
45	-4%	-2
46	-3%	-15
47	0%	-25
48	1%	22

# Remaining list, next part
no.	compound	ALOX15B inhib	IMPase inh
49	C[C@H](NC(=O)Cn1cncn1)c1ccccc1	-4%	10
50	Cc1ccc(CSc2nnc(Cn3c(=O)sc4ccccc43)n2C)cc1	·	-14
51	CC(C)CCNC(=O)NC(=O)Cn1cc(C(F)(F)F)ccc1=O	1%	-3
52	CCc1ccc(NC(=O)C2CCN(S(=O)(=O)c3c(C)[nH]c(=O)[nH]c3=O)CC2)cc1	-3%	3
53	O=c1[nH]c2ccc(Cl)cc2c(=O)n1Cc1ccco1	1%	-17
54	CCOc1cc(S(=O)(=O)N2CCN(CC)CC2)ccc1Cl	8%	7
55	COc1ccc(-c2cc3nc(C)cc(NCCO)n3n2)cc1	16%	-9
56	COc1ccc2nc(SCCOC(=O)Nc3ccc(Cl)cc3)nc(C)c2c1	·	-12
57	Cc1ccc(C)c(-n2c3nc(=O)[nH]c(=O)c-3cc3cc([N+](=O)[O-])ccc32)c1	·	·
58	CSc1nc(-c2ccccc2)nn1C(=O)c1ccco1	·	-8
59	COc1ccc(NC(=O)CN2CCN(c3ccccc3Cl)CC2)cc1	·	2
60	C=CCOn1c(=O)c(-c2ccc(OC)cc2)[n+]([O-])c2ccccc21	-14%	3

no.	12-hLO inh	PNC assembly inh
49	4%	-100*
50	-4%	7
51	11%	26
52	-15%	71
53	-4%	-13
54	-18%	22
55	3%	?
56	-4%	-28
57	-17%	-116*
58	3%	35
59	9%	-100*
60	-8%	5

# Next section.
no.	compound	ALOX15B inhib	IMPase inh
61	Cc1c(-n2c(SCC(=O)O)nnc2-c2ccccc2Cl)c(=O)n(-c2ccccc2)n1C	-2%	0
62	CCOC(=O)C1CCN(C(=O)C2CCN(S(=O)(=O)c3cccc4cccnc34)CC2)CC1	2%	6
63	CCNC(=O)NC(=O)CSc1nc2ccccc2n1CCOC	-2%	?
64	COC(=O)c1ccc(/C=N/N2CCN(Cc3ccccc3)CC2)cc1	21%	18
65	CCOC(=O)C1CCN(C(=O)CCNC(=O)c2cc(OC)c(OC)c(OC)c2)CC1	15%	1
66	CCOC(=O)C1=C(O)CCn2c1nc1ccccc12	7%[2.29 µM]	-8
67	COc1ccccc1/C=C(/C(=O)OCC(=O)N(C)Cc1ccccc1)c1ccccc1	·	7
68	Cc1cc(C(=O)CSc2nnnn2C)c(C)n1CCc1ccc(F)cc1	-4%	9
69	O=C(NCc1ccc(OC(F)(F)F)cc1)C1CC(c2c(Cl)cccc2Cl)=NO1 (configuration not stated)	2%	-1
70	CCOc1ccc(C2C(C#N)=C(N)Oc3n[nH]c(C)c32)cc1OC(=O)C1CC1 (configuration not stated)	-5%	1
71	NC(=O)Cn1c(=O)n(C2CCCCC2)c(=O)c2c3c(sc21)CCCCC3	·	-4
72	O=C(CSC1=NC2(CCCCC2)N=C1c1ccccc1)Nc1ccc2c(c1)OCCO2	·	·
73	Cc1cccc(N2CCN(C(=O)CCNC(=O)Cn3ccc4ccccc4c3=O)CC2)c1C	9%	-8
74	O=C(/C(=C/c1ccc(Cl)cc1)c1nc2ccccc2[nH]1)c1cccs1	28%	7

no.	12-hLO inh	PNC assembly inh
61	3%	-97*
62	4%	34
63	-5%	8
64	4%	19
65	-4%	-18
66	2%	27
67	-1%	12
68	2%	12
69	-9%	?
70	-5%	8
71	0%	22
72	-3%	-23
73	-4%	8
74	-9%	27

# High-throughput results (PubChem BioAssay)

# The list is partial; count on the stated rates, not on these rows.
